Bioassay records from PubChem.
SRC2 inh = inhibits human steroid receptor coactivator 2; HEK293 GAL4-SRC2 luciferase reporter, luminescence; inhibition, % at 9 µM; 370,000 compounds, 0.17% hits;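 active = inhibition above the mean inhibition of all tested compounds plus 3 SD, set per campaign, cut at about 52% in these data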;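 note: 0% = DMSO treated cells and 100% = cells given Gossypol at 36 µM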
NR2F2 inh = NR2F2 (human) inhibition, primary screen; inhibition, % at 8.6 µM; AID 686940; 370,000 compounds, 0.7% hits; P24468; HEK293T NGFI-A luciferase reporter, luminescence;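 active = inhibition above a per-plate cutoff, mean inhibition of test wells between control levels plus 3 SD, cut at about 38% in these data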;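 note: cells cotransfected with COUP-TFII expression vector driving the NGFI-A reporter; 0% = median of COUP-TF2 test wells and 100% = reporter-only cells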
Target sequence (P24468 whole entry, looked up): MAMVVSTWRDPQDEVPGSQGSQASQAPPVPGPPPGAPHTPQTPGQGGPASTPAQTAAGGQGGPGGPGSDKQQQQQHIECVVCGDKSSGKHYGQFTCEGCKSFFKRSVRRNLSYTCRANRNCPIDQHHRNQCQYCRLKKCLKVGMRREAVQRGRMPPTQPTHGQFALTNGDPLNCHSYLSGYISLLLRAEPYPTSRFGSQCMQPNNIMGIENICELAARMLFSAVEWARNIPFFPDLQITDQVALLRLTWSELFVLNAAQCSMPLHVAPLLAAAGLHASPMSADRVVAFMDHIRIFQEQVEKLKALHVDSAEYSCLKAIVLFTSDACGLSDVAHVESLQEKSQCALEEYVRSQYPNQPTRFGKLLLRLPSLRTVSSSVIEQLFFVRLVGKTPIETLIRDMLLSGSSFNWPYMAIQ
Numbers without * were called inactive.

SMILES	SRC2 inh	NR2F2 inh
COc1ccc(N2CCN(CCNS(=O)(=O)c3ccc(C(C)(C)C)cc3)CC2)cc1	14	2
Cc1ccc(NS(=O)(=O)c2cccc(C(=O)NN3CCOCC3)c2)cc1	-2	-7
C=CCN1C(=O)[C@@H](CC(=O)NCc2ccc(OC)c(OC)c2)[C@]2(C(=O)OC)CCCCC=C12	-10	2
COc1ccc(C(=O)CSc2nnc(-c3n[nH]c4c3CCC4)n2N)cc1OC	-145	-131
CC(C)N(Cc1cn(Cc2ccccc2)nn1)S(=O)(=O)c1ccccc1Br	-6	4
CC(C)CCN(C)C1CCN(C(=O)Nc2ccccc2)CC1	-2	-12
CC(=O)c1ccc([C@H](O)[C@H](C)C(=O)N(C)c2ccccc2)cc1	4	-17
CCCCOCCCNC(=O)C[C@H]1C[C@@]2(C(=O)OC)C(=C[C@H](C(C)(C)C)O[C@@H]2C)N(Cc2cccc3ccccc23)C1=O	5	6
O=c1cc(-c2ccccc2)oc2c1ccc1ccccc12	-15	2
CCOC(=O)c1ccc(NC(=O)CSc2nnc(SCc3cccc4ccccc34)s2)cc1	1	-14
C=CCN1C(=O)c2n[nH]c(C)c2C1c1ccc(C)cc1 (centres undefined)	-14	8
COC(=O)[C@]12C[C@H](CC(=O)N3CCN(C(=O)c4ccco4)CC3)C(=O)N(Cc3ccc(Cl)cc3Cl)C1=C[C@H](C1CCCC1)O[C@@H]2C	21	-7
Cc1cccc(Cn2cc(COC(=O)N(C)Cc3ccccc3)nn2)c1	-17	-26
COc1cccc(N2CCN(CC(=O)NCc3cccc(OC)c3OC)CC2)c1	13	2
COC(=O)C1CN(Cc2ccccc2)CCS(=O)(=O)N1Cc1cn(Cc2ccc(F)cc2)nn1 (centres undefined)	12	-25
COc1ccc(Cc2c(-c3ccccc3)nc3ccc(C)cn23)c(C)c1	-51	-33
CON(C)C(=O)C(C)(C)CC#CCN(CC#Cc1ccccc1)S(=O)(=O)c1ccc(C)cc1	6	-2
Cn1c(Cc2cccs2)nnc1SCC(=O)Nc1ccc2c(c1)OCCO2	16	-18
O=Cc1cc([B-](F)(F)F)cs1	12	-15
CCOC(=O)[C@]12CCCCC/C=C\1N(Cc1ccc(OC)cc1)C(=O)[C@H]2CC(=O)N1CCN(C(=O)C2CC2)CC1	-2	1
COc1ccc(C(=O)CSc2nnc(-c3ccc(C(C)(C)C)cc3)n2C)cc1	-1	6
CC(COc1ccc(C#N)cc1F)CN1CCC(C(O)(c2ccccc2)c2ccccc2)CC1 (centres undefined)	12	-4
O=C(C1CCCN(S(=O)(=O)c2ccccc2[N+](=O)[O-])C1)N1CCN(Cc2ccccc2)CC1 (centres undefined)	19	14
C=CCn1c(SCC(=O)Nc2ccc(CCCC)cc2)nnc1-c1ccc(Cl)cc1	-11	-56
CCc1cc2c(nc1CC)CCCN2CCOC	-17	16
(cont.)
SMILES	SRC2 inh	NR2F2 inh
Cn1c(=O)c2[nH]c(SCc3ccccn3)nc2n(C)c1=S	10	22
C[C@@H]1CCCCO[C@H](CN(C)C(=O)C2CCCCC2)[C@@H](C)CN([C@H](C)CO)C(=O)c2cc(NS(=O)(=O)c3cccs3)ccc2O1	-30	-7
Cc1ccc(-c2nnc(SCC(=O)Nc3ccc4c(c3)OCCO4)n2-c2ccc(C)cc2)cc1	16	4
N#Cc1cccc(Cn2ccc3ccc(-c4ccc5ccn(Cc6cccc(C#N)c6)c5c4)cc32)c1	-15	-1
Cc1cc(O)cc(=O)n1-c1ccc(OC(F)F)cc1	3	11
Cc1cccc(NC(=O)[C@@H]2CC(=O)O[C@@H]2c2ccccc2)c1C	-9	2
Cc1ccccc1N1CCN(S(=O)(=O)c2ccc3c(c2)n(C)c(=O)c(=O)n3C)CC1	-3	-4
O=C(Nc1ccc2c(c1)Cc1ccccc1-2)NC1CCCCN(Cc2cccc(Cl)c2)C1=O (centres undefined)	-11	-7
Fc1ccc(Cn2ccc3ccc(-c4ccc5ccn(Cc6ccc(F)cc6F)c5c4)cc32)c(F)c1	3	-24
CC(=O)c1cc(-c2ccccc2)n(CC(=O)NCc2ccccc2Cl)c1C	-6	-7
COc1cccc(C(=O)n2ccc3ccc(-c4ccc5ccn(Cc6ccccc6)c5c4)cc32)c1	-20	-7
COc1ccccc1CNC(=O)N1CCN(Cc2nc3ccccc3c(=O)[nH]2)CC1	18	6
COc1cccc(Cn2c(NCc3ccccn3)nc3c2c(=O)n(C)c(=O)n3C)c1	-26	-1
CCOc1nc2cccc(C(=O)O)c2n1Cc1ccc(-c2ccccc2-c2nn[nH]n2)cc1	-3	-1
CCCCCCCCN1C(=O)[C@@H](CC(=O)NCc2cccc(C(F)(F)F)c2)C[C@@]2(C(=O)OC)C1=C[C@H](C1CCCC1)O[C@@H]2C	5	-12
OC[C@H]1CC[C@@H]2O[C@H](CCc3ccc(-c4ccc(F)cc4)cc3)[C@H](n3cc(C4CC4)nn3)C[C@@H]2O1	-3	11
C[C@H]1C2CC(OC(=O)Nc3cccc(F)c3)C(C2)[C@H]2CCCCN21 (some centres undefined)	-12	0
Cn1c2ccccc2c(=O)c2ccc(C#Cc3ccccn3)cc21	-32	0
COc1ccc(Cc2nnc(NC(=O)CSc3ccc(Cl)cc3)s2)cc1OC	16	3
COCC#Cc1ccc(CC[C@H]2O[C@H]3CC[C@@H](CO)O[C@H]3C[C@H]2n2cc(C(C)(C)O)nn2)cc1	22	1
COC(=O)[C@]12C[C@H](CC(=O)NCC34CC5CC(CC(C5)C3)C4)C(=O)N(CCC3=CCCCC3)C1=C[C@H](C1CCCC1)O[C@@H]2C	-22	4
CCCC(=O)N1CCC[C@]2(CC[C@H](CCC(=O)OCC)O2)C1	-9	-12
Nc1[nH]c(C(=O)c2ccccc2)c(-c2cccc3ccccc23)c1C(=O)NCc1ccc(Cl)cc1Cl	-7	-24
C=CCN1C(=O)N(Cc2ccccc2)c2ccccc2S1(=O)=O	-6	10
CN(C)CC(=O)N[C@H]1C[C@@H]2O[C@H](CO)CC[C@@H]2O[C@@H]1CCc1ccc(-c2ccc(F)cc2)cc1	11	-13
The results go on.
SMILES	SRC2 inh	NR2F2 inh
Cc1ccc(NC(=O)C(=O)NCc2ccc(/C=N/NC(=O)c3c(C)nc4cc(C)ccn34)o2)cc1	-11	-7
CC(=O)N1C[C@@H](CN2C(=O)CCC2=O)[C@@H]2C[C@H]1c1ccccc1N2C	10	-7
O=C1NCCC/C1=N/Nc1ccc(F)cc1	3	6
COc1ccc(S(=O)(=O)N2CCC(c3nc4ccccc4o3)CC2)c(OC)c1	-1	30
C[C@H](O)[C@@H]1CN2CCc3c([nH]c4c(-c5ccccc5)cccc34)[C@@H]2C[C@@H]1N(C)CC1CCCCC1	5	-27
CCOc1cccc(-c2nnc(SCC(=O)Nc3ccc4c(c3)OCO4)n2N)c1	6	-2
CC(=O)C1(C(=O)Nc2cc(C)cc(C)c2)CC(c2ccccn2)=NO1 (centres undefined)	17	11
CC(C)C[C@H]1COc2cc(NCCO)ccc2S(=O)(=O)N1	-19	-6
COc1ccccc1C(=O)N1CCN(C(=O)[C@H]2O[C@@H](n3cnc(C(N)=O)n3)[C@H](O)[C@@H]2O)CC1	6	11
CN(CCO)c1cccc2c1S(=O)(=O)N(Cc1cn(Cc3cccc(C(F)(F)F)c3)nn1)Cc1ccccc1O2	-43	-5
CC(Sc1nc2c(cc1C#N)CCCCC2)C(=O)O (centres undefined)	3	-9
COC(=O)[C@]12C[C@H](CC(=O)NCCCCc3ccccc3)C(=O)N(Cc3cccc4ccccc34)C1=C[C@H](COCc1ccccc1)O[C@@H]2C	-35	4
O=C(NCCc1ccccc1Cl)[C@@H]1CCCN1C(=O)[C@@H](NS(=O)(=O)c1ccc(F)cc1F)c1ccccc1	-3	7
Cc1cc(N2CCN(CC(C)(C)O)C[C@@H]2C)ccc1N1CCN(Cc2ccccc2)[C@@H](C)C1	24	13
CC(COc1ccc(F)cc1)CN1CCC(C(O)(c2ccccc2)c2ccccc2)CC1 (centres undefined)	-4	10
COC(=O)C1CN(Cc2cn(CCOC(C)=O)nn2)CCS(=O)(=O)N1Cc1ccccc1 (centres undefined)	14	-4
CCCCc1nnc(NC(=O)COc2ccc3c(C)cc(=O)oc3c2)s1	1	-4
O=C(N[C@H](Cc1ccccc1)C(=O)NCCCc1ccccc1)[C@H]1O[C@@H](n2ccc(=O)[nH]c2=O)[C@H](O)[C@@H]1O	12	3
CN(CCCOC(=O)CC1C=CCC1)C1CN(Cc2cn(Cc3ccccc3Cl)nn2)S(=O)(=O)C1 (centres undefined)	-14	-10
Cn1c(=O)c(C(=O)COC(=O)c2cc(C(F)(F)F)nc3c(C(F)(F)F)cccc23)c(N)n(CC2CC2)c1=O	10	10
O=S(=O)(c1ccc(N2CCN(Cc3ccc4c(c3)OCO4)CC2)nc1)N1CCOCC1	9	-15
C#CCNC(=O)C[C@H]1C[C@@]2(C(=O)OC)C(=C[C@H](C3CCCC3)O[C@@H]2C)N(CCC2=CCCCC2)C1=O	-39	13
Cc1cccc(NC(=O)CSc2nnc(SCc3ccc(Cl)cc3)s2)c1	3	-2
Nn1c(SCC(=O)NC2CCCCC2)nnc1-c1cc(-c2ccc(F)cc2)n[nH]1	-47	5
COc1ccc(-c2nnc(SCC(=O)NN=C(C)c3cccc4ccccc34)n2-c2ccccc2)cc1	8	2
Additional results follow.
SMILES	SRC2 inh	NR2F2 inh
O=C(N[C@@H](Cc1ccccc1)C(=O)N1CCC2CCN(S(=O)(=O)c3ccccc3)CC21)[C@@H]1CCCN1 (some centres undefined)	-9	-13
CCOC(=O)C1(C(=O)OCC)N=C(c2ccccc2)C=C1c1ccccc1	-7	13
CC1CCC2(CC1)CCN(CCCOC(=O)NCc1ccc(Cl)cc1)C2=O (centres undefined)	21	2
CC(=O)CC[C@H]1CC[C@]2(CCCN(C(=O)c3ccco3)C2)O1	2	4
COc1ccc(-c2nnn3c2C2c4cc(-c5cccc(F)c5)ccc4CCN2C(=O)C3)cc1 (centres undefined)	18	-1
COC[C@H]1CCCN1c1cccc2c1S(=O)(=O)N1CC[C@@H](C1)O2	5	-1
CCCC[C@H](C(=O)N(C)c1ccccc1)[C@@H](O)c1ccc(C(C)=O)cc1	-10	-11
CS(=O)(=O)N1CCC[C@]2(CC[C@@H](CCC#N)O2)C1	-13	-24
COC(=O)C1CCN(C(=O)CN2CCC(C(=O)c3ccc(C)cc3)CC2)CC1	-9	-3
COc1ccc(CCn2cnc3nc4ccc(Cl)cc4cc3c2=O)cc1OC	-17	1
Cc1cc(NC(=O)Cc2c(C)[nH]c3ccccc23)ccc1Oc1cccnc1	12	8
CCCCc1c(-c2ccccc2OC)ncn1Cc1ccc([N+](=O)[O-])cc1	3	7
CCCCNC(=O)C[C@H]1C[C@@]2(C(=O)OC)C(=C[C@H](C(C)(C)C)O[C@@H]2C)N(Cc2ccc(Cl)cc2Cl)C1=O	7	15
COc1ccccc1C(=O)Nc1cccc(-c2cn3ccsc3n2)c1	-60	-22
Nc1nc2c(ncn2[C@@H]2O[C@H](C(=O)NCCc3c[nH]c4ccccc34)[C@@H](O)[C@H]2O)c(=O)[nH]1	5	-1
C#CCNC(=O)C[C@@H]1C(=O)N(CC=C)/C2=C/CCCCC[C@]21C(=O)OCC	-30	12
O=C(Nc1ccc(F)cc1)OCc1cn(Cc2cc(F)cc(F)c2)nn1	12	-2
CN1CCN(C(c2ccc(C(F)(F)F)cc2)c2ccc3cccnc3c2O)CC1 (centres undefined)	-29	-6
CCn1c2ccccc2c2cc(NC(=O)COC(=O)c3cccc(OC)c3)ccc21	10	-6
CCCN1C(=O)c2[nH]nc(-c3ccccc3)c2C1c1ccc(Br)cc1 (centres undefined)	7	-5
COc1ccc(-n2c(SCC(=O)Nc3ccccc3-c3ccccc3)nnc2-c2ccco2)cc1	1	7
CCOC(=O)[C@@]12CCCC3=C1N(CCC3)C(=O)[C@H]2CC(=O)NCC12CC3CC(CC(C3)C1)C2	-6	3

Among those listed so far, 14 contain an aryl thioether with sulfur outside any ring.
SMILES	SRC2 inh	NR2F2 inh
COc1ccc(C(=O)CSc2nnc(-c3n[nH]c4c3CCC4)n2N)cc1OC	-145	-131
CCOC(=O)c1ccc(NC(=O)CSc2nnc(SCc3cccc4ccccc34)s2)cc1	1	-14
Cn1c(Cc2cccs2)nnc1SCC(=O)Nc1ccc2c(c1)OCCO2	16	-18
COc1ccc(C(=O)CSc2nnc(-c3ccc(C(C)(C)C)cc3)n2C)cc1	-1	6
C=CCn1c(SCC(=O)Nc2ccc(CCCC)cc2)nnc1-c1ccc(Cl)cc1	-11	-56
Cn1c(=O)c2[nH]c(SCc3ccccn3)nc2n(C)c1=S	10	22
Cc1ccc(-c2nnc(SCC(=O)Nc3ccc4c(c3)OCCO4)n2-c2ccc(C)cc2)cc1	16	4
COc1ccc(Cc2nnc(NC(=O)CSc3ccc(Cl)cc3)s2)cc1OC	16	3
CCOc1cccc(-c2nnc(SCC(=O)Nc3ccc4c(c3)OCO4)n2N)c1	6	-2
CC(Sc1nc2c(cc1C#N)CCCCC2)C(=O)O (centres undefined)	3	-9
Cc1cccc(NC(=O)CSc2nnc(SCc3ccc(Cl)cc3)s2)c1	3	-2
Nn1c(SCC(=O)NC2CCCCC2)nnc1-c1cc(-c2ccc(F)cc2)n[nH]1	-47	5
COc1ccc(-c2nnc(SCC(=O)NN=C(C)c3cccc4ccccc34)n2-c2ccccc2)cc1	8	2
COc1ccc(-n2c(SCC(=O)Nc3ccccc3-c3ccccc3)nnc2-c2ccco2)cc1	1	7

This is a subset (hit frequency here may not be typical).
